HCV inh = blocks hepatitis C virus; Potency, µM (series often up to 41.8 µM), for the others: at the highest dose activity change, negative = inhibition, usual class: inhibitors; AID 651820; 340,000 tested, 3.4% active; Huh7.5.1 HCVcc-Cre infection, luciferase reporter, 44 h; active = well fitted inhibition curve with a large enough effect; inconclusive = small, poorly fitted or top-dose-only effect, or another doubt; inactive = no such curve, though single readings can be large or run the other way
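A cell-based infection assay in which seeded cells (1,000 per well) receive test compound after 4 h, are inoculated with HCVcc-Cre at approximately 0.5 moi, and are incubated 44 h before luminescence detection.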
* hit, by the source's call; ? = inconclusive; [ ] = dose if it differs, or a comment. % is set by controls: 0 for no effect and ±100 for the full control effect; potency is the fitted concentration of half-maximal effect.

Cc1cc(OCC(=O)N2CCN(CC(=O)N3CCOCC3)CC2)c(C(C)C)cc1Cl
  HCV inh: ?

Cc1c(Cl)cccc1NC(=O)CC(NCCN1CCOCC1)C(=O)O (centres undefined)
  HCV inh: 15.7%

COc1cnc(-c2ccccc2)c(-c2ccccc2)n1
  HCV inh: -25.7%

CCOC(=O)c1ccccc1NC(=O)C1CC(=O)N(C2CCCC2)C1 (centres undefined)
  HCV inh: 20.4%

CC[C@]12c3[nH]c4cc(CCC(=O)N(C)C)ccc4c3CCN1C(=O)[C@@H](CC(=O)NC(C)(C)C)C[C@@H]2C(=O)N1CCN(C(=O)C2CC2)CC1
  HCV inh: -4.6%

CN1N=C(C(=O)N=c2sc3ccccc3n2C)CCC1=O
  HCV inh: 8.1%

CN(C(=O)c1cccc(NC(=O)Cc2ccc(NC(=O)C3CCCN(C(=O)C4CC4)C3)cc2)c1)C1CCC1 (centres undefined)
  HCV inh: 4.0%[8.37 µM]

COc1cccc(C(=O)N(C)Cc2c(C)nn(C3CCS(=O)(=O)C3)c2C)c1 (centres undefined)
  HCV inh: 14.2%

COc1cc(OC)cc(-c2c(-c3cccs3)c3cc(-c4cnc(N)nc4)ccc3n2C)c1
  HCV inh: ?

COc1ccc(NC(=O)Nc2ccc3c(c2)C(=O)N([C@@H](C)CO)C[C@@H](C)[C@@H](CN(C)S(=O)(=O)c2cn(C)cn2)O3)cc1
  HCV inh: 28.4%

COc1ccc2[nH]c3c(c2c1)CCN1C(=O)C(CC(=O)NCCc2ccccn2)C[C@H](C(=O)N2CCCCC2)[C@@]31C (some centres undefined)
  HCV inh: -2.0%

O=C(Cc1cccs1)Nc1ccc(-c2nnc(-c3ccccc3)o2)cc1
  HCV inh: -2.6%

CC(NC(=O)COC(=O)CCC(=O)c1ccc(Cl)cc1)c1ccccc1 (centres undefined)
  HCV inh: -14.6%

CC(C)(C)OC(=O)N1O[C@H]2C[C@@H]1[C@@H]1[C@@H]2N=NN1C12CC3CC(CC(C3)C1)C2
  HCV inh: -4.6%

CCCC[C@@H]1C=C(C(=O)O)[C@H](c2ccc(Cl)c(Cl)c2)N1S(=O)(=O)c1ccc(C)cc1
  HCV inh: 12.0%

CCOC(=O)C1=C(O)/C(=C/c2cn(CC(=O)NCC3CCCO3)c3ccccc23)SC1=Nc1ccc(C)cc1 (centres undefined)
  HCV inh: ?

O=S(=O)(c1ccc(Cl)cc1)N1CCN(c2ncnc3sccc23)CC1
  HCV inh: ?

C#CCOCCOCCOCCNc1nc(N2CCN(C(=O)[C@H](CCCN=C(N)N)n3cc(C(N)[C@@H](C)CC)nn3)CC2)nc(N2CCN(C(=O)[C@H](CO)n3cc([C@@H](N)C(C)C)nn3)CC2)n1 (some centres undefined)
  HCV inh: -18.2%

CC1(C)Cc2c(sc3ncn4nc(-c5ccco5)nc4c23)CO1
  HCV inh: -3.1%

COC(=O)[C@]1(Cc2ccccc2)N[C@H](CN(C)S(=O)(=O)c2ccc(OC(F)(F)F)cc2)[C@@H]2C(=O)N(C)C(=O)[C@@H]21
  HCV inh: ?

Cc1cc(C)c2c(n1)nn1c(N3CCN(c4ccccc4C)CC3)cc(C)nc21
  HCV inh: -4.9%

Cn1c(N)nc2nc[nH]c2c1=S
  HCV inh: -4.8%

O=C(COC(=O)COc1ccc(Br)cc1)NCC1CCCO1 (centres undefined)
  HCV inh: -7.7%

N#CC1(Nc2ccc([N+](=O)[O-])cc2)CCCC1
  HCV inh: -9.3%

CCOC(=O)c1ccc(NC(=O)c2ccnn2C)cc1
  HCV inh: -23.5%

C=C(CCO)C1=CCN(S(=O)C(C)(C)C)[C@H]1CCO (some centres undefined)
  HCV inh: 45.8%

Cc1cc(-c2nnc(CCC(=O)NC(C)(C)C34CC5CC(CC(C5)C3)C4)o2)no1
  HCV inh: 20.5%

Cc1cc(C(=O)c2ccccc2)cc(C)c1O
  HCV inh: 16.3%

Cc1cc(C)n(-c2nc(SCCN3CCOCC3)c3c4c(sc3n2)CCCC4)n1
  HCV inh: 11.8%

C[C@@H]1CN([C@@H](C)CO)C(=O)Cc2cc(NC(=O)C3CCCCC3)ccc2O[C@H]1CN(C)S(=O)(=O)c1ccccc1
  HCV inh: -7.3%

CCCn1c(N)c(C(=O)CSc2nnc3ccccn23)c(=O)[nH]c1=O
  HCV inh: 12.6%

Cc1cc(C)nc(SCC(=O)Nc2sc3c(c2C#N)CCC(C)C3)n1 (centres undefined)
  HCV inh: ?

NC(=O)c1ncn([C@@H]2O[C@H](CNCc3cccn3-c3ccncc3)[C@@H](O)[C@H]2O)n1
  HCV inh: 62.0%[activator]

Cc1cccc(CN2CCN(CC(=O)NCc3ccc(F)cc3)C2=O)c1
  HCV inh: -13.5%

NC(=O)NC1(C(=O)O)CCCC1
  HCV inh: 13.8%

CN(CCOc1ccc(Cl)cc1)C(=O)c1cccc(S(=O)(=O)N2CCN(c3ccc(F)cc3)CC2)c1
  HCV inh: 2.82µM*

CCOC(=O)C1=CN(Cc2ccco2)S(=O)(=O)NC1c1cccc(OC)c1 (centres undefined)
  HCV inh: 4.8%

C#CCOCCOCCOCCNc1nc(N2CCN(C(=O)[C@H](CCC(=O)O)n3cc([C@@H](N)[C@H](C)CC)nn3)CC2)nc(N2CCN(C(=O)[C@H](CCC(=O)O)n3cc([C@@H](N)CCSC)nn3)CC2)n1
  HCV inh: -62.8%

Cc1ccc2c(c1)C(=O)C(=O)N2Cc1ccc(Br)cc1
  HCV inh: ?

Cc1cc(NC(=O)CSc2ncc(C(=O)O)n2-c2ccc(F)cc2)no1
  HCV inh: 10.1%

CC(C)=CCC12Oc3cc(O)ccc3C1(O)Oc1cc3c(c(O)c1C2=O)C=CC(C)(C)O3 (centres undefined)
  HCV inh: -2.4%

c1ccc(CCCNCCCn2cnc3c(OCc4ccccc4)ncnc32)cc1
  HCV inh: -35.3%

CCC(CO)Oc1cc(NC(=O)Cc2ccccc2F)c2ncn(C(C)C)c2c1 (centres undefined)
  HCV inh: ?

O=C(O)C[C@H]1c2cc(F)ccc2S(=O)(=O)N1C1CCCCC1
  HCV inh: 27.0%

O=C(COC(=O)c1ccc(F)cc1)Nc1ccc2c(c1)OCO2
  HCV inh: 2.6%

CCCN=C1N(C)C[C@@H]2[C@@H]3C(=O)N(Cc4ccccc4)C(=O)[C@@H]3[C@](CC)(C(=O)OC)N12
  HCV inh: 52.5%[activator]

Cc1ccc(C)c(N2CCN(C(=O)CCc3nc(-c4ccccc4C)no3)CC2)c1
  HCV inh: 9.2%

COC(=O)[C@@H](c1ccccc1)C1CCCCN1 (some centres undefined)
  HCV inh: 4.4%

C=CC[C@@H](CC(=O)N[C@@H](CO)Cc1ccccc1)C(=O)NC[C@@H](OC(=O)[C@@H](CC=C)Cc1ccc(F)cc1)c1ccccc1
  HCV inh: -1.3%

O=C(Cn1cc(COc2ccc(C(=O)c3ccccc3)cc2)nn1)c1ccc(O)cc1
  HCV inh: -14.4%

Cc1cc2c(cc(C(=O)OC(C)C(=O)NCc3ccccc3)n2C)o1 (centres undefined)
  HCV inh: 3.1%

CCC(C)c1ccccc1NC(=O)COC(=O)C1=NN(c2ccccc2)C(=O)CC1 (centres undefined)
  HCV inh: 12.3%

Cc1cc(OCC(=O)NCCCN2CCOCC2)cc(C)c1Cl
  HCV inh: -14.2%

CCOC(=O)c1oc2cc(O)cc(C)c2c1C
  HCV inh: ?

CN(C)/C=C1\C(=O)Oc2ccccc2C1=O
  HCV inh: -2.2%

CS(=O)(=O)c1cccc(C(=O)OCC(=O)NC(=O)Nc2ccccc2F)c1
  HCV inh: 11.4%

O=C(Cn1ccc(=O)[nH]c1=O)Nc1ccc(O)c([N+](=O)[O-])c1
  HCV inh: 14.6%

CCCCn1c(N)c(N(CCOC)C(=O)CC(NC(=O)c2ccccc2Cl)c2ccccc2)c(=O)[nH]c1=O (centres undefined)
  HCV inh: -3.5%

Cc1ccc(C)c(NC(=O)CN(C)C(=O)c2cc(C3CC3)nn2-c2ccccc2)c1
  HCV inh: ?

CCOC(=O)c1c(CN2CCNCC2)nc2ccc(Cl)cc2c1-c1ccccc1
  HCV inh: ?

C[C@@H]1CC[C@]2(O[C@H](CCO)C[C@@H](O)[C@@H]2O)O1
  HCV inh: 8.6%

COc1ccc(NS(=O)(=O)c2ccc(C)c(C(=O)N3CCN(Cc4cc(OC)ccc4OC)CC3)c2)cc1
  HCV inh: ?

Cc1cc(C(=O)Nc2cccc(S(=O)(=O)N3CCOCC3)c2)c2ccccc2n1
  HCV inh: ?

Nc1ccc(Cl)c(Cl)c1
  HCV inh: 9.4%

Cc1cccc(C(=O)NC(=S)NCc2ccccc2)c1
  HCV inh: -10.5%

O=C(O)c1c[nH]c2c([N+](=O)[O-])cccc2c1=O
  HCV inh: 2.8%

Nc1nc2cc(Br)ccc2o1
  HCV inh: 42.8%[activator]

COc1cccc(/C=C/C(=O)OCC(=O)NC2CCCCCCC2)c1
  HCV inh: -2.2%

C[C@H](CO)N1C[C@H](C)[C@@H](CN(C)S(=O)(=O)c2cn(C)cn2)Oc2c(NC(=O)Nc3ccc(C(F)(F)F)cc3)cccc2C1=O
  HCV inh: -2.3%

Cc1cc(-c2cc(C)c(N)c(C)c2)cc(C)c1N
  HCV inh: ?

Cc1ccc(S(=O)(=O)N2CCOCC2)cc1C(=O)N1CC(C)CC(C)C1 (centres undefined)
  HCV inh: -23.0%

CSCCC(NS(=O)(=O)c1ccc(C)cc1)C(=O)N(C)CC(=O)Nc1ccccc1Br (centres undefined)
  HCV inh: -5.1%

CC(NCC(=O)NCC(=O)Nc1ccc(F)cc1)c1cccc(C(F)(F)F)c1 (centres undefined)
  HCV inh: -13.7%

C[C@]12CCC3C(CC[C@H]4[C@H](O)[C@H](O)CC[C@]34C)C1CC[C@@H]2O (some centres undefined)
  HCV inh: 5.3%

O=C1c2ccccc2[C@@H]2C[C@@H](O)[C@H](Nc3ccccc3-c3ccccc3)CCN12
  HCV inh: -12.0%

Cc1ccc(NC(=O)CN2CCN(Cc3ccccc3)CC2)cc1Cl
  HCV inh: 21.5%

CC1CCN(C(=O)CCCl)c2ccccc21 (centres undefined)
  HCV inh: 3.9%

O=C(COC(=O)Cc1ccc(S(=O)(=O)N2CCOCC2)s1)Nc1ccccc1Cl
  HCV inh: -0.8%

COc1ccc(CC(=O)N[C@@H]2c3cc(OC)c(OC)cc3C[C@H]2OCc2ccccc2)cc1
  HCV inh: ?

CC(C#N)(Cc1ccccc1)Nc1ccccc1 (centres undefined)
  HCV inh: 17.9%

Structural class: the compounds so far with a tert-butyl group (three)
CC[C@]12c3[nH]c4cc(CCC(=O)N(C)C)ccc4c3CCN1C(=O)[C@@H](CC(=O)NC(C)(C)C)C[C@@H]2C(=O)N1CCN(C(=O)C2CC2)CC1
  HCV inh: -4.6%

CC(C)(C)OC(=O)N1O[C@H]2C[C@@H]1[C@@H]1[C@@H]2N=NN1C12CC3CC(CC(C3)C1)C2
  HCV inh: -4.6%

C=C(CCO)C1=CCN(S(=O)C(C)(C)C)[C@H]1CCO (some centres undefined)
  HCV inh: 45.8%

Next part
O=[N+]([O-])c1ccccc1N=Nc1ccc(O)cc1
  HCV inh: 16.0%

O=C(COc1ccc(-c2nnco2)cc1)N1CCOCC1
  HCV inh: 3.8%

COc1cccc2sc3cc(NCc4ccc(C)o4)ccc3c(=O)c12
  HCV inh: ?

COC(=O)[C@]1(C)N[C@H](CN(C)C(=O)NC(C)C)[C@@H]2C(=O)N(Cc3ccccc3)C(=O)[C@@H]21
  HCV inh: -9.1%

COc1cc(C(=O)NNC(=O)CCOc2ccccc2C)cc(OC)c1OC
  HCV inh: -20.9%

C[C@@H]1ON(C)[C@H]2C[C@H]3c4cc(-c5cccc(F)c5)ccc4CCN3C(=O)[C@@H]12
  HCV inh: -10.1%[8.37 µM]

COc1ccc(NC(=O)CCc2nc3ccccc3c(=O)[nH]2)cc1S(=O)(=O)N1CCCCC1
  HCV inh: -28.1%

O=C(Nc1ccccc1)C1=C[C@@H](c2ccc3c(c2)OCO3)C[C@@H](OCCCCO)O1
  HCV inh: 0.4%

Cc1[nH]c(=O)nc(NN=Cc2ccc(Cl)cc2)c1C(=O)Nc1ccc(Cl)cc1
  HCV inh: 39.8%[activator]

CCS(=O)(=O)c1ccc(C=NNc2nc3ccccc3o2)cc1
  HCV inh: -12.9%

Molecules from the list above with a cyano group:
N#CC1(Nc2ccc([N+](=O)[O-])cc2)CCCC1
  HCV inh: -9.3%

Cc1cc(C)nc(SCC(=O)Nc2sc3c(c2C#N)CCC(C)C3)n1 (centres undefined)
  HCV inh: ?

CC(C#N)(Cc1ccccc1)Nc1ccccc1 (centres undefined)
  HCV inh: 17.9%

(further entries)
COc1ccc(S(=O)(=O)Nc2cccc3c2O[C@@H](CN(C)CC2CC2)[C@@H](C)CN([C@@H](C)CO)C3=O)cc1
  HCV inh: -7.0%

C=CC1=C(C(=O)O)N2C(=O)[C@@H](NC(=O)/C(=N\OCC(=O)O)c3csc(N)n3)[C@H]2SC1
  HCV inh: ?

COc1ccc(CN(C)C(=O)c2cccc(S(=O)(=O)N3CCCc4ccccc43)c2)c(OC)c1OC
  HCV inh: 11.2µM*

COc1ccc(CN2C(=O)C(C)Nc3ncnc(N4CCN(c5ccccc5)CC4)c32)cc1 (centres undefined)
  HCV inh: -26.1%

FC(F)(F)c1cccc(CN2CCN(c3ncccn3)CC2)c1
  HCV inh: 5.0%

COc1cc(-c2noc(C)c2C(=O)N[C@@H](CO)Cc2ccccc2)cc(OC)c1OC
  HCV inh: ?

CC1CC(C)CN(C(=O)C(C)N2CCN(S(=O)(=O)c3ccc(C(F)(F)F)cc3)CC2)C1 (centres undefined)
  HCV inh: ?

COc1ccc(OC)c(N2C(=O)CC(NNC(=O)c3ccc4c(c3)OCO4)C2=O)c1 (centres undefined)
  HCV inh: 7.9%

CN(CC(=O)NCc1ccc2c(c1)OCO2)S(=O)(=O)c1ccc(Cl)cc1
  HCV inh: ?

N=C(N1CCCc2ccccc21)N1CCCc2ccccc21
  HCV inh: 1.8%

CCN(Cc1ccc(Cl)s1)C(=O)c1cccc(OCc2c(C)noc2C)c1
  HCV inh: ?

CCN(C[C@H]1N[C@@](Cc2ccccc2)(C(=O)OC)[C@H]2C(=O)N(C)C(=O)[C@@H]12)S(=O)(=O)c1ccc(C(F)(F)F)cc1
  HCV inh: ?

Screens (PubChem)

Some of the compounds tested; rates above refer to the full screens.
